All columns: NCI-60 one-dose screen, growth in % after 48 h at 10 µM unless noted; 100 = growth as untreated, 0 = no growth, -100 = all killed.
BT-549 = BT-549 breast cancer | 4.4% of 78,000 active
MCF7 = MCF7 breast cancer; 6.3% of 82,000 active
HS 578T = HS 578T breast cancer | 4.1% of 78,000 active | AID 1794788
UACC-62 = UACC-62 melanoma. 5.4% of 81,000 active
UACC-257 = UACC-257 melanoma; 4.4% of 78,000 active; AID 1794764
LOX IMVI = LOX IMVI melanoma; 7.4% of 79,000 active; AID 1794757
T-47D = T-47D breast cancer | 5% of 79,000 active | AID 1794792
MALME-3M = MALME-3M melanoma; 5.8% of 78,000 active; AID 1794766
* hit, by the source's call; . = not tested or not shown; & = joins results of further samples. How the source made its calls: active means growth percent below 10; inactive means the rest. An excerpt. The share of hits here may be higher or lower than overall.

SMILES	BT-549	MCF7	HS 578T	UACC-62	UACC-257	LOX IMVI	T-47D	MALME-3M
OC(c1ccccc1)C(Cl)(Cl)Cl (configuration not stated)	119	102	105	108	96	98	103	.
C[C@]12CCc3nc(-c4ccc(O)c(O)c4)sc3C1=CC[C@@H]1[C@@H]2CC[C@]2(C)C(=O)CC[C@@H]12	58	48	67	92	91	89	69	63
O=S(OCC(Cl)(Cl)Cl)OCC(Cl)(Cl)Cl	92	97	116	104	95	98	113	95
O=[N+]([O-])c1ccc(P(=O)(O)O)cc1	90	91	108	105	111	93	.	93
O=C(/C=C/c1cccc(Br)c1)c1nc2ccccc2n1Cc1ccc(Br)cc1	-45*	-33*	.	-83*	6.7*	.	-0.9*	-37*
CC(c1c[nH]c2ccccc12)N1CCCCC1 (configuration not stated)	96	89	108	99	100	98	96	151
COc1ccc(-n2c(Sc3sc(N)nc3C)nc3ccc(Cl)cc3c2=O)cc1	93	88	97	87	111	102	94	94
Nc1ccc(Cl)cc1	.	98	99	101	86	93	95	104
CCOP(=O)(OCC)C(O)c1ccccc1Cl (configuration not stated)	109	103	106	108	106	98	89	87
CNC(=O)Oc1ccc(C)cc1OC	100	90	104	106	.	98	98	108
CC(=O)OCC1OC([S-])C(OC(C)=O)C(OC(C)=O)C1OC(C)=O.[Au+].c1ccc(CN2[CH-]N(Cc3ccccc3)C(c3ccccc3)=C2c2ccccc2)cc1	13	-66*	29	3.5*	21	-86*	-52*	-49*
Cc1ccc(-n2c(Sc3nnc(N)s3)nc3ccc(C)cc3c2=O)cc1	96	107	99	85	103	93	91	101
CC(=O)O[C@H]1CC[C@@]2(CO)C(=CC[C@@H]3[C@@H]2CC[C@]2(C)C(=O)CC[C@@H]32)C1	107	101	.	103	99	109	106	109
CC1CC2(C)C(CCC3C2CCC2(C)C(OP(=O)(N4CC4)N4CC4)CCC32)CC1=O (configuration not stated)	.	82	98	81	95	87	90	83
CC(Cl)(CCl)C(N)=O (configuration not stated)	106	102	111	99	139	112	106	107
O=C(O)C1C(C(=O)O)C2(Cl)C(Cl)=C(Cl)C1(Cl)C2(Cl)Cl (configuration not stated)	107&104	97&104	116	102&104	104&102	98&107	99	102&104
Cn1c(=O)c2ncnnc2n(C)c1=O	111	104	85	111	117	97	122	55
N=c1nc2n3c(nnnc3n1)NN2	104	109	100	105	106	100	98	103
CCOC(=O)[C@@H](C)C[C@H](Cc1ccccc1)NC(=O)c1csc([C@@H](C[C@H](C(C)C)N(C)C(=O)[C@@H](NC(=O)[C@H]2CCCCN2C)C(C)(C)CC)OC(C)=O)n1	-40*	24	-9.2*	33	48	14	71	12
CCC(c1ccc(OC(=O)Cc2ccc(N(CCCl)CCCl)cc2)cc1)C(CC)c1ccc(OC(=O)Cc2ccc(N(CCCl)CCCl)cc2)cc1 (configuration not stated)	92	110	112	98	94	95	104	83
O=[N+]([O-])c1ccc(N2CC2)c([N+](=O)[O-])c1	98	90	97	89	93	96	97	84
CCN(/C=C1\CC2C3CC=C4CC(O)CCC4(C)C3CCC2(C)C1=O)CC (configuration not stated)	102	97	111	89	99	94	95	99
O=C(Cl)c1ccncc1	109	100	111	97	95	102	117	.
O=[N+]([O-])c1cc([As](=O)(O)O)ccc1O	107&102	101&100	121&104	104	97&105	100&96	103&99	105
CNC(=O)CCl	101	98	104	96	93	100	.	93
CC1(C)N=C(N)N=C(N)N1c1cccc(CCCCc2ccc(S(=O)(=O)F)cc2Cl)c1	78	26	85	37	61	30	93	.
CCC1(C(C)C)C(=O)NC(=S)NC1=O	113	105	96	103	92	102	106	111
CCOP(=O)(NC(C)C)OCC	105	102	117	113	101	96	97	130
COC[CH2][Hg][C]#[C][Hg][CH2]COC	111	55	85	106	105	17	92	104
CC(=O)Nc1c2sscc-2n(C)c1=O	-96*	-61*	-57*	-99*	-44*	-98*	-87*	-90*
O=c1[nH]c(N2CC3CC(C2)c2cccc(=O)n2C3)nc2sc(-c3ccccc3)cc12 (configuration not stated)	105	92	95	86	99	93	101	100
OCCSCSCCO	102	101	106	114	101	105	107	.
COc1ccc2c(c1)c(-c1nc(-c3c[nH]c4ncccc34)cs1)cn2CCCCN1CCCCC1	69	-75*	-23*	.	-82*	-83*	-56*	-76*
Cc1cc(N(CCCl)CCCl)ccc1/C=C/c1ccncn1	.	62	86	82	115	.	89	.
COCC(C)OC(=O)Cc1ccccc1 (configuration not stated)	114	99	97	107	104	96	.	94
COc1ccc(/C=C\c2cc(OC)c(OC)c(OC)c2)cc1OCC(=O)Nc1nc2ccc(C(F)(F)F)cc2s1	43	15	-8.1*	32	50	9.4*	38	44
NC(CSP(=O)(O)O)=NCC12CC3CC(CC(C3)C1)C2	111	98	127	98	120	107	112	131
C=CC1CC=CCC1 (configuration not stated)	101	101	106	101	100	95	92	102
CCCCCN(CCCCC)CC(O)c1ccc(C)c(Cl)c1 (configuration not stated)	107	95	102	90	95	96	91	105
C=C(C)[C@H]1CN[C@H](C(=O)O)[C@H]1CC(=O)O	117	104	87	105	99	95	110	127

Of the compounds above, these contain fluorine.
SMILES	BT-549	MCF7	HS 578T	UACC-62	UACC-257	LOX IMVI	T-47D	MALME-3M
CC1(C)N=C(N)N=C(N)N1c1cccc(CCCCc2ccc(S(=O)(=O)F)cc2Cl)c1	78	26	85	37	61	30	93	.
COc1ccc(/C=C\c2cc(OC)c(OC)c(OC)c2)cc1OCC(=O)Nc1nc2ccc(C(F)(F)F)cc2s1	43	15	-8.1*	32	50	9.4*	38	44

Just MALME-3M and UACC-257, for seven of the compounds above:
Compound,MALME-3M,UACC-257
CNC(=O)CCl,93,93
CC1(C)N=C(N)N=C(N)N1c1cccc(CCCCc2ccc(S(=O)(=O)F)cc2Cl)c1,.,61
CCC1(C(C)C)C(=O)NC(=S)NC1=O,111,92
CCOP(=O)(NC(C)C)OCC,130,101
COC[CH2][Hg][C]#[C][Hg][CH2]COC,104,105
CC(=O)Nc1c2sscc-2n(C)c1=O,-90*,-44*
O=c1[nH]c(N2CC3CC(C2)c2cccc(=O)n2C3)nc2sc(-c3ccccc3)cc12 (configuration not stated),100,99

(cont.)
SMILES	BT-549	MCF7	HS 578T	UACC-62	UACC-257	LOX IMVI	T-47D	MALME-3M
c1cnc2[nH]cc(-c3csc(-c4cn(CCN5CCOCC5)c5ccccc45)n3)c2c1	59	52	68	.	104	77	26	78
O=P(Oc1ccc(OP(=O)(N2CC2)N2CC2)cc1)(N1CC1)N1CC1	104	93	101	96	86	97	89	101
C[C@]12CCC(=O)C=C1C=C[C@@H]1[C@@H]2CC[C@]2(C)OC(=O)CC[C@@H]12	97	105	103	101	103	96	105	.
[N-]=[N+]=CC(=O)CCC(=O)C=[N+]=[N-]	.	100	95	97	137	95	106	96
CC(=O)OCC1CC2(Cl)C(Cl)=C(Cl)C1(Cl)C2(Cl)Cl (configuration not stated)	103	113	102	97	112	97	85	91
CCCCCCCCCCCCNC(c1ccccc1)C(O)c1ccccc1 (configuration not stated)	103	64	106	97	100	50	70	68
CC(=O)O[C@@H]1[C@@H]2[C@H]([C@H](OC(C)=O)[C@H](OC(C)=O)/C(C)=C/C34OC3(CC(C)C4OC(=O)Cc3ccccc3)C(=O)[C@@H]1C)C2(C)C (some centres not stated)	119	90	93	83	96	97	89	102
CC(=O)OC1CCC2(C)C(CCC3C4CC(N5CC5)C(C(C)=O)C4(C)CC(=O)C32)C1 (configuration not stated)	97	88	104	99	99	70	91	119
Cc1c(C)c([N+](=O)[O-])c(C)c(C)c1[N+](=O)[O-]	106	107	118	102	99	106	101	138
CCCNC(=O)[C@@H](CCC(F)(F)F)CC(=O)N[C@H]1N=C(c2ccccc2)c2ccccc2N(C)C1=O	106	94	108	93	103	104	109	87
COc1ccc(CC#N)cc1	113	92	105	92	106	102	98	109
COC(=O)CC(c1ccccc1)N1CC1 (configuration not stated)	111	100	103	106	105	101	101	98
CN(C)CC(O)c1cn(C)c2ccccc12 (configuration not stated)	104	95	97	.	.	94	105	107
C=C1[C@@H](C)[C@H]2[C@H](Cc3ccccc3)NC(=O)[C@]23[C@@H](O)/C=C/[C@@](C)(O)C(=O)[C@@H](C)C/C=C/[C@H]3[C@@H]1O	63	64	-12*	66	.	27	48	62
CC(=O)Oc1ccccc1C(=O)NC([Se])=NC1CCCCC1	34	1.2*	.	-58*	-1.7*	.	-9.5*	-6.6*
CC1(C)C(C=C(Cl)Cl)C1C(=O)OC(C#N)c1cccc(Oc2ccccc2)c1 (configuration not stated)	84	70	76	60	95	78	48	59
CNc1nn[nH]n1	.	96	114	108	103	98	109	.
CN1CC(=O)N(O)C1(C)c1cccnc1 (configuration not stated)	96	99	108	104	99	97	93	102
CCC(C)C(=O)O[C@H]1[C@H](O)C2C(CN3CC(C)CCC3[C@@]2(C)O)C2C[C@]34O[C@]5(O)C(OC(=O)C(C)(O)CC)CC[C@@]3(C)C5C(OC(C)=O)[C@@H](OC(C)=O)C4[C@@]21O (some centres not stated)	101	112	101	92	100	99	107	98
CC(C)[C@@H]1NC(=O)[C@]2(C)CSC(=N2)c2csc(n2)CNC(=O)C[C@@H](/C=C/CCS)OC1=O	42	14	7.8*	-42*	-43*	-93*	-18*	21
CC1CN1P(=O)(N1CC1C)N1C(C)CCC1C (configuration not stated)	100	95	95	82	94	100	110	89
O=[N+]([O-])c1cc([N+](=O)[O-])c(Br)cc1F	113	90	90	99	109	103	94	107
CN1C[C@H](C(=O)N[C@]2(C)O[C@@]3(O)C4CCCN4C(=O)[C@H](Cc4ccccc4)N3C2=O)C=C2c3cccc4[nH]cc(c34)C[C@H]21 (some centres not stated)	110	66	76	79	79	81	91	116
CCN(CC)CCOC(=O)C(OCCC(C)C)(c1ccccc1)c1ccccc1	84	90	85	96	.	92	76	92
CN(C)C(=S)SSC(=S)N(C)C	111&101	71	112&101	96&97	103&78	108&104	95&86	91&66
C/C=N/Nc1ccc([N+](=O)[O-])cc1[N+](=O)[O-]	99	90	88	62	82	73	65	100
CCCC(OC(C)=O)P(=O)(OCC)OCC (configuration not stated)	92	96	108	97	102	97	109	107
C[C@]12CC[C@H](O)C[C@@H]1CC[C@@H]1[C@@H]2CC[C@]2(C)OC(=O)CC[C@@H]12	88	97	111	93	74	98	64	83
CN(C)P1(N(C)C)=NP(N(C)C)(N(C)C)=NP(N(C)C)(N(C)C)=N1	105	95	114	103	94	93	103	106
OC(Cc1nc2ccccc2s1)C(Cl)(Cl)Cl (configuration not stated)	81	98	90	74	113	90	88	88
Cc1ccc[n+](CCCC[n+]2cccc(C)c2)c1	124	107	104	110	118	104	121	134
CO[C@H](/C(C)=C/C=C/C(C)=C/c1coc(C)n1)[C@H](C)[C@H]1C[C@@H](O)[C@@]2(C)O[C@H]2/C=C/[C@@H](C)[C@@H]2C[C@@H](CC(=O)O2)C[C@H]2O[C@@H]2C(=O)O1	8.7*	15	-2.8*	8.7*	19	13	64	15

Two entries from above in another layout.
C/C=N/Nc1ccc([N+](=O)[O-])cc1[N+](=O)[O-]
  BT-549 = 99
  MCF7 = 90
  HS 578T = 88
  UACC-62 = 62
  UACC-257 = 82
  LOX IMVI = 73
  T-47D = 65
  MALME-3M = 100
OC(Cc1nc2ccccc2s1)C(Cl)(Cl)Cl (configuration not stated)
  BT-549 = 81
  MCF7 = 98
  HS 578T = 90
  UACC-62 = 74
  UACC-257 = 113
  LOX IMVI = 90
  T-47D = 88
  MALME-3M = 88

High-throughput results (PubChem BioAssay)
